Bioassay records (PubChem BioAssay)
Nrf2 inh: blocks Nrf2 signaling. A549 ARE-Fluc reporter, luciferase luminescence, 18-24 h. Potency, µM (series often up to 46 µM), for inactives: at the highest dose activity change, negative = inhibition, usual class: inhibitors. 360,000 compounds, 2.1% hits; also: potency is read from the fitted curve at half-maximal effect; % is scaled to controls: 0 for no effect and ±100 for the full control effect; nearly all actives have a fitted effect of over 60% in size
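Reporter: ARE-Fluc in A549. Exposure: 18-24 h, 37 °C, 5% CO2, 5% FBS OPTI-MEM. Readouts: fluorescent cytotoxicity (CellTiter-Fluor), then luminescent Nrf2 signal after BugLite.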
HepG2 tox: counter-screen for TGF-b inhibitors: cytotoxicity in HepG2 cells; Potency, µM (series often up to 46.1 µM), inactives show at the top dose activity change, negative = cytotoxicity, usual class: cytotoxic; 410,000 compounds, 0.76% hits; HepG2 CAGA-GFP viability, ATP luminescence, 18 h; AID 588856; also: potency is read from the fitted curve at half-maximal effect; some results filed as inactive show a strong effect at the top dose
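HepG2 CAGA-GFP cells (1000/well, DMEM with 1% FBS) received compound, then TGF-beta at 500 pg/mL final, and were incubated 18 hours at 37 degrees C. Viability was read by CellTiter-Glo luminescence. Media-only wells were set as complete cell-killing and DMSO as no toxicity.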
Abeta rescue: compounds reversing amyloid beta toxicity in yeast; Potency, µM (highest dose often 46.1 µM), for the others: at the top dose growth rescue, hits mostly activators; 410,000 compounds, 0.063% hits; yeast expressing A-beta42, growth rescue, OD600, 48 h; response scale: 0% DMSO, 100% iron-clioquinol control; AID 1347071; also: potency is read from the fitted curve at half-maximal effect; nearly all actives have a fitted effect of over 55% in size
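Yeast A-beta toxicity model in growth medium with pinned compounds, 48 h at 30 C; growth read as absorbance at 600 nm. Normalized to FeCl3/clioquinol equimolar mix (positive) and DMSO (negative).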
Nrf2 activator: activators of Nrf2 (ARE) signaling. AREc32 ARE-luciferase reporter (MCF7-derived line), luminescence, 24 h. Potency, µM (top dose mostly 46.1 µM), for inactives: at the top dose activation, hits mostly activators. 410,000 compounds, 0.31% hits. AID 624171; also: potency is read from the fitted curve at half-maximal effect; % of control where 0% means no effect; nearly all actives have a fitted effect of over 65% in size
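Luciferase luminescence (Steady-Glo, 30 min at room temperature) served as the read-out of ARE activation in AREc32 cells treated with compounds for 24 hr at 37 deg C.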
A549 tox: kills or reduces viability of A549 cells in Nrf2 counter-screen; A549 ARE-Fluc cells, CellTiter-Fluor viability, 18-24 h; Potency, µM (highest dose often 46 µM), without a hit: top-dose activity change, negative = cytotoxicity, hits mostly inhibitors; 390,000 compounds, 0.16% hits; AID 504648; also: potency is read from the fitted curve at half-maximal effect; % is scaled to controls: 0 for no effect and ±100 for the full control effect
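Cytotoxicity counterscreen: CellTiter-Fluor fluorescence was measured in A549 ARE_Fluc cells after 18-24 h of compound exposure in a concentration series. The subsequent BugLite luminescent read reports ARE-luciferase activity.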
TGFb inhibitor: inhibitors of TGF-b signaling; HepG2 CAGA-GFP TGF-b/SMAD3 reporter, GFP fluorescence, 18 h; TGF-beta stimulated, 500 pg/mL final; Potency, µM (top dose mostly 46.1 µM), inactives show at the highest dose activity, negative = inhibition, hits mostly inhibitors; 410,000 compounds, 1.2% hits; AID 588855; also: potency is read from the fitted curve at half-maximal effect; % is scaled to controls: 0 for no effect and ±100 for the full control effect; nearly all actives have a fitted effect of over 65% in size
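Cell-based qHTS in HEPG2 carrying a CAGA-GFP Smad reporter; compounds added before 500 pg/mL final TGF-beta, 18 h incubation at 37 degrees C, GFP fluorescence quantified per cell by imaging cytometry.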
Mm-Cpn inhibitor: inhibitors of Methanococcus maripaludis chaperonin (MmCpn). Potency, µM (titrated, usually from 76.9 µM), inactives show at the highest dose activity, negative = inhibition, most hits filed as inhibitors. purified Mm-Cpn ATPase, ADP Transcreener TR-FRET. 330,000 compounds, 0.031% hits; also: potency is read from the fitted curve at half-maximal effect; % is scaled to controls: 0 for no effect and ±100 for the full control effect; nearly all actives have a fitted effect of over 80% in size
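ATP (10 uM final) was added to archaeal chaperonin (25 nM final) after 10 min exposure to test compound at 37°C; after 30 min further incubation, ADP was detected by competitive TR-FRET.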
CCT modulator: cytosolic chaperonin activity modulation; 360,000 compounds, 0.3% hits; activity change, % (test concentration not listed), hits read low; purified chaperonin ATPase assay, HTRF ADP detection, 30 min; in the data active = activity change below about -30%; also: % is scaled to controls: 0 for no effect and ±100 for the full control effect
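TRiC (40 or 20 nM final, by batch activity) in 30 mM Tris pH 7.4, 100 mM KCl, 5 mM MgCl2, 1 mM DTT was treated with compound at 76 uM single dose, then 10 uM ATP, 30 min at 37 °C. ADP was read by HTRF Transcreener.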
pAkt inh: blocks phosphorylation of Akt; AID 651550; 360,000 compounds, 0.32% hits; Neuro2A IGF-stimulated pAkt S473 HTRF, 20 min; stronger effect = lower value; activity change, % for hits at 50 µM; in the data active = activity change below about -80%; inconclusive = mostly about -51% to -80%; also: % is scaled to controls: 0 for no effect and ±100 for the full control effect
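Neuro2A cells in DMEM with 0.5% FBS, overnight at 37 deg C, given compound at single 50 µM final, then IGF (6 nM final) for 20 min at 37 deg C. Lysed; phospho-Akt Ser473 by HTRF after 24 h, 665/615 ratio.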
* = called active by the depositor; i = inactive; ? = inconclusive; / = not tested or not shown; [ ] = another dose, or the depositor's remark. Unless noted, calls follow the shape of the dose curve; as a rule, active = well fitted curve in the direction sought with a large enough effect; inconclusive = small, poorly fitted or top-dose-only effect, or another doubt; inactive = no such curve, though single readings can be large; an effect the other way counts as inactive or inconclusive.

SMILES	Nrf2 inh	HepG2 tox	Abeta rescue	Nrf2 activator	A549 tox	TGFb inhibitor	Mm-Cpn inhibitor	CCT modulator	pAkt inh
O=C1CCCN1CCC1CCN(C2CC(=O)N(c3ccc(Cl)cc3)C2=O)CC1 (stereo not drawn)	10%	-32%	-94%[inhibitor]	-0.7%	-4%	-11%	/	-9.1	i
O=C(OCC(=O)N1CCCC1=O)c1nc(Cl)ccc1Cl	-1%	7%	23%	8.8%	14%	-5%	2%	2.3	i
Cc1ccc(-c2cc(-c3coc4ccc(Cl)cc4c3=O)c3c(n2)-c2ccccc2OC3)cc1	4%	2%	-13%	-0.2%	-3%	4%	/	/	/
CCC(C)NC(=O)/C(=C/c1ccco1)c1ccccc1 (stereo not drawn)	-15%	9%	-6%	11%	-3%	4%	-1%	-2.6	i
O=C(c1ccc(Cl)c(S(=O)(=O)N2CCCC2)c1)N1CCCC(C(F)(F)F)C1 (stereo not drawn)	-29%	7%	-2%	-0.7%	-9%	11%	1%	2.8	i
O=S(=O)(c1ccccc1)N1CCN(S(=O)(=O)c2ccccc2)CC1	22%	-10%	/	/	3%	-1%	/	/	/
O=c1oc2ccccc2n1Cc1cccc(Cl)c1	?	-2%	9%	3.3%	-19%	3%	-2%	1.2	i
O=C(CCC1N=C2c3ccccc3N=C(SCc3ccccc3F)N2C1=O)NCCc1ccccc1 (stereo not drawn)	/	-14%	-9%	-0.1%	-1%	3%	/	/	/
CCOc1ccc(CN2CCN(CC3CC3)CC2CCO)cc1 (stereo not drawn)	5%	-2%	-11%	-0.6%	1%	6%	3%	1.1	i
CC(C)(C)C(=O)N1CCC(O)(CS(=O)(=O)Cc2ccccc2Cl)CC1	6%	-10%	4%	0.4%	-4%	-11%	0%	-4.3	i
COc1cc(C2c3c(oc4ccccc4c3=O)C(=O)N2c2nc(C)c(C)s2)ccc1O (stereo not drawn)	0%	-9%	9%	-0.1%	-13%	-5%	/	/	/
COc1ccc(-n2nc3c(c2NC(=O)C(C)C)CSC3)cc1	26%	-11%	1%	-0.6%	12%	14%	0%	-0.3	i
O=C(Nc1cccc(N2C(=O)C3CCCCC3C2=O)c1)c1ccccc1 (stereo not drawn)	-22%	8%	9%	-0.8%	-10%	3%	-3%	-1.6	i
Cc1c(C=O)c(Cl)n(C)c(=O)c1C#N	-12%	6%	-20%	0.1%	0%	0%	2%	0.9	i
Cn1cc(-c2cc3n(n2)CCC(=O)N3CCCC(=O)Nc2ccccc2F)c2ccccc21	/	-36%	-15%	0.6%	19%	?	/	/	/
O=C(NCc1ccncc1)c1cc(F)c(F)cc1Cl	-1%	-1%	9%	-0.2%	1%	7%	0%	0.4	i
CCC(Sc1nc2cc(OC)c(OC)cc2c(=O)n1CCc1ccc(Cl)cc1)C(=O)NCCOC (stereo not drawn)	/	5%	2%	-0.9%	-5%	-4%	/	/	/
CCN(CC)c1ccc(N2C(=O)CSC2=S)cc1	-14%	17%	10%	0.2%	-15%	?	-3%	-0.3	i
CCOC(=O)c1c(C)[nH]c(C)c1C(=O)CSc1nnc(-c2cc(OC)c(OC)c(OC)c2)o1	7%	-12%	-17%	-0.7%	4%	-2%	2%	-12	i
Cc1ccc(NC(=O)c2nc(S(C)(=O)=O)ncc2N(Cc2ccco2)Cc2ccco2)cc1C	2%	13%	8%	3.3%	3%	0%	/	/	/

Reprinted from the part before: four entries, followed by the next part.
SMILES	Nrf2 inh	HepG2 tox	Abeta rescue	Nrf2 activator	A549 tox	TGFb inhibitor	Mm-Cpn inhibitor	CCT modulator	pAkt inh
CCC(Sc1nc2cc(OC)c(OC)cc2c(=O)n1CCc1ccc(Cl)cc1)C(=O)NCCOC (stereo not drawn)	/	5%	2%	-0.9%	-5%	-4%	/	/	/
CCN(CC)c1ccc(N2C(=O)CSC2=S)cc1	-14%	17%	10%	0.2%	-15%	?	-3%	-0.3	i
CCOC(=O)c1c(C)[nH]c(C)c1C(=O)CSc1nnc(-c2cc(OC)c(OC)c(OC)c2)o1	7%	-12%	-17%	-0.7%	4%	-2%	2%	-12	i
Cc1ccc(NC(=O)c2nc(S(C)(=O)=O)ncc2N(Cc2ccco2)Cc2ccco2)cc1C	2%	13%	8%	3.3%	3%	0%	/	/	/
O=C(CN1CCCc2ccccc21)Nc1cccc(S(=O)(=O)N2CCCC2)c1	/	-82%	3%	0.7%	/	?	/	0.6	i
O=C(CN1C(=O)/C(=C/c2ccccc2)SC1=S)NNC(=O)c1ccccc1O	4%	-17%	-9%	0.2%	1%	-2%	-2%	1.2	i
O=C(Nc1cccc(NC(=O)c2cccs2)c1)c1ccc(Br)o1	-10%	-15%	-11%	-0.1%	-1%	12%	0%	-6.5	i
CN(c1ccccc1)c1nc(N)c([N+](=O)[O-])c(N2CCCC2)n1	?	-22%	-23%	2.5%	3%	-16%	0%	-0.9	i
C[C@@H]1CN([C@H](C)CO)S(=O)(=O)c2ccc(C3=CCCCC3)cc2O[C@H]1CN(C)C(=O)Cc1cccnc1	/	-16%	0%	-0.6%	/	-7%	/	-1.9	i
Cc1cc(S(=O)(=O)Nc2ccc(C(=O)N3CCN(c4ccccc4O)CC3)cc2)ccc1F	-13%	2%	-2%	1.6%	-6%	?	1%	1.7	i
COc1ccc(Nc2ncnc3sc(-c4ccccc4)cc23)cc1	?	-19%	22%	0.7%	-11%	0%	-9%	-1.4	i
CC(=O)c1cccc(NC(=O)CCNC(=O)c2cccc(C)c2)c1	-28%	-7%	-1%	-0.3%	-6%	11%	1%	1.7	i
Cc1cc(C)n(C(=O)Cn2nc([N+](=O)[O-])c(Br)c2C)n1	10%	-2%	4%	-0.5%	0%	-3%	-3%	-2.1	i
Cn1c(CNC(=O)CNC(=O)c2ccc(F)cc2)cc(=O)n(C)c1=O	-4%	-9%	-10%	-0.5%	0%	-4%	-2%	1.3	i
CCCC12CN(C(=O)c3ccc([N+](=O)[O-])cc3)CC(C)(CN(C(=O)c3ccc([N+](=O)[O-])cc3)C1)C2=O	-19%	-6%	16%	-0.5%	1%	-5%	1%	0.0	i
O=C(O)c1ccc(CN2C[C@@H](CO)O[C@@H](n3cnc4c(NCc5ccco5)ncnc43)C2)cc1	/	0%	-9%	-0.7%[9.22 µM]	/	2%	/	-8.2	i
CC1CC(C)CN(C(=O)CCNC(=O)Cn2ccc3ccccc3c2=O)C1 (stereo not drawn)	8%	-6%	-6%	0.4%	1%	5%	2%	-1.0	i
Cc1ccccc1OCC(=O)N/N=C/C=C/c1ccccc1	16%	-21%	-2%	-0.1%	-2%	-9%	1%	-0.3	i
CN(C)/C=N/c1sc2c(c1C#N)CC(C)(C)NC2(C)C	?	9%	17%	0.2%	?	0%	?	1.4	i
COc1ccc(/C=C/C(=O)c2ccc(NS(=O)(=O)c3ccc(C)cc3)cc2)cc1O	-19%	-44%	-9%	?	-20%	13µM*	-1%	2.2	i
O=C(COC(=O)C1CCCC1)Nc1ncc(Cl)cc1Cl	10%	2%	17%	2.4%	-2%	18%	-5%	-2.2	i
O=S(=O)(c1ccc(OCc2ccc(Br)cc2)cc1)N1CCOCC1	5%	0%	-5%	-0.9%	0%	-3%	-1%	0.5	i
COCCc1nn2c(=O)cc(COC(=O)c3ccccc3C)nc2s1	?	-15%	-6%	5.5%	3%	-1%	/	/	/
Cc1cc(C)nc(SCc2cc(=O)c(OC(=O)c3cc([N+](=O)[O-])ccc3Cl)co2)n1	-6%	-18%	3%	0.1%	0%	-2%	1%	0.0	i
Cc1ccccc1CC(=O)Nc1ccc(S(=O)(=O)N2CCOCC2)cc1	-3%	15%	13%	-0.1%	0%	18%	-1%	-3.2	i
CC(CNC(=O)CN1C(=O)C(=O)N(C2CCCC2)C1=O)c1ccccc1 (stereo not drawn)	10%	-11%	-17%	-0.8%	0%	17%	1%	-0.6	i
COc1cc2c(cc1OC)CN(C(=O)CN1C(=O)NC3(CCC(C)CC3)C1=O)CC2 (stereo not drawn)	0%	-1%	-9%	2.8%	6%	0%	1%	0.0	i
COc1cc(OC)cc(C(=O)NCC(=O)OCC(=O)Nc2cc(S(C)(=O)=O)ccc2Cl)c1	14%	-9%	2%	-0.7%	-4%	-7%	-3%	-1.5	i
COc1ccc(N2CCN(c3cc(C(=O)NC4CCCCC4)ncn3)CC2)cc1OC	/	-71%	-29%	1.4%	/	-13%	/	-1.9	i
CC(C)(C)OC(=O)C[C@@H]1C/C=C\C[C@@H](CC(=O)N[C@H](CO)Cc2ccccc2)C(=O)NC[C@H](c2ccccc2)OC1=O	11%	4%	-3%	0.3%	0%	6%	-3%	-0.9	i
CCCCCCCCCC(=O)N1CCN(c2cc3c(cc2F)c(=O)c(C(=O)O)cn3CC)CC1	-1%	-9%	-15%	2.3%	15%	4%	0%	1.6	i
COc1cccc(NC(=O)c2ccc(C(=O)c3ccccc3)o2)c1	7%	-12%	0%	0.0%	-1%	-29%	0%	-3.0	i
COc1cccc(/C=C2\SC(=S)N(CCC(=O)NC3C=CS(=O)(=O)C3)C2=O)c1 (stereo not drawn)	-9%	-38%	-6%	?	-8%	?	1%	2.1	i
